PV pol inh: poliovirus RdRp elongation inhibitors, primary screen, biochemical, fluorescence polarization, total intensity. Genome polyprotein (Poliovirus type 1 (strain Mahoney)), P03300. poliovirus polymerase elongation; active compounds read low. % elongation, % (compound at 16.7 µg/mL). 0.66% of 150,000 active. AID 588519, 2011; in the data active = % elongation below about 90%; also: some results filed as inactive read as strong as hits
Target sequence (P03300 1749-2209 limits assumed): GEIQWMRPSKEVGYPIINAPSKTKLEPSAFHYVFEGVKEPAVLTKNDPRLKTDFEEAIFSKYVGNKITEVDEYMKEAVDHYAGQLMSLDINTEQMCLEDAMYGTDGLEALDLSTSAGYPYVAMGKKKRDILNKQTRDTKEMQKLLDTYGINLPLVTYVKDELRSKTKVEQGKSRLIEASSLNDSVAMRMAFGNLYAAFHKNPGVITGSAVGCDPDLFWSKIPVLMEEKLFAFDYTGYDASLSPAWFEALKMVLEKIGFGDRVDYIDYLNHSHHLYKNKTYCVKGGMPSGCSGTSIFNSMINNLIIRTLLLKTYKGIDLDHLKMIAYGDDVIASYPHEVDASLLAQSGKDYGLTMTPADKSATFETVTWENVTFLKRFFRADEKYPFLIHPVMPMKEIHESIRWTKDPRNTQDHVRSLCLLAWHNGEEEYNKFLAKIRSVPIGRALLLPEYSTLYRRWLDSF
PV pol inh FP z-score: further read-out of PV pol inh, marked with its call; z-score; measured here: FP z-score; hits read low
Active calls of the source: *; & = joins results of further samples. These rows are one share of the data. The share of hits here may be higher or lower than overall.

No.	SMILES	PV pol inh	PV pol inh FP z-score
1	CCC1(C)NC(=O)N(NC(=O)Cn2cnc3c2c(=O)n(C)c(=O)n3C)C1=O (stereo not given)	102	-0.1
2	Cc1oc2c(F)c(F)c(F)c(F)c2c1C(=O)O	102	-0.1
3	O=C(c1ccc(N2CCCc3ccccc32)s1)N1CCCC1	100	-0.4
4	Cc1cccc(CNC(=O)c2ccc(NC(=O)N3CCSc4ccccc43)cc2)c1	111	1.3
5	Cc1cccc(-n2c(=O)c3c(c4cc(C)ccc4n3C)n(CC(=O)NCC3CCCO3)c2=O)c1 (stereo not given)	106	-0.4
6	CCCCCCCCCCC/C=C\C(C)(C)/C=C\CCCC(=O)O	100&101	-0.3&0.3
7	COC(=O)c1cc(CN2CCNC(=O)C2)oc1C	105	0.5
8	COC(=O)C(Cc1c[nH]c2ccccc12)N=Cc1cc(Cl)cc(Cl)c1O (stereo not given)	109	0.4
9	O=C(NN1C(=O)C2C3c4ccccc4C(c4ccccc43)C2C1=O)C1CC1 (stereo not given)	99	-0.4
10	COc1ccccc1CNC(=O)C(C)n1ccc2cc(S(=O)(=O)N3CCCC3)ccc21 (stereo not given)	109	0.1
11	COc1cc(NC(=O)CCc2nc(-c3cccs3)no2)cc(OC)c1OC	116	1
12	CCS(=O)(=O)c1ccc2oc(=S)[nH]c2c1	105	0.1
13	COc1ccccc1NC(=O)c1sc2cccc(Cl)c2c1Cl	103	0.1
14	Oc1[nH]c2ccccc2c1C=Nc1ccc(Br)cc1	94	-0.9
15	COc1cccc(OC)c1COC(=O)Nc1c(-c2ccccc2Cl)noc1C	102	0.2
16	CCc1ccccc1NC(=O)Cn1c(=O)n(CC2CCCO2)c(=O)c2ccccc21 (stereo not given)	100	-0.1
17	O=C(/C=C/c1cccs1)Nc1nccs1	103	0.1
18	CCCC12CN3CC(C)(CN(C1)C3c1ccc(OCc3ccccc3)cc1)C2=O (stereo not given)	100	-1.6
19	COc1ccccc1OCc1nc(C#N)c(NCc2ccc(C)cc2)o1	97	-1.4
20	CCOC(=O)C1=C(C(=O)c2ccccc2)C2(C(=O)Nc3ccccc32)C(C#N)=C(N)O1 (stereo not given)	101	-0.2
21	O=c1cccc2n1CC1CC2CN(S(=O)(=O)c2ccccc2)C1 (stereo not given)	99	-1.1
22	CCSc1nnc(CNC(=O)c2cccc(OC)c2)n1-c1ccccc1OC	103	0.9
23	O=C(CSn1nnnc1-c1ccccc1)c1ccccc1	108	0.7
24	Cc1ccc(C)c(NC(=O)c2nc(S(=O)(=O)Cc3ccc(F)cc3)ncc2Cl)c1	110	0.5
25	O=C(Cn1c(=O)cnc2ccccc21)NCC1CCCO1 (stereo not given)	106	-0.6
26	COc1ccc(N2CCN(C(=O)Cc3c(C(=O)O)n(C)c4ccccc34)CC2)cc1	102	0.8
27	CCCc1cc(=O)[nH]c(SCC(=O)N2c3ccccc3Sc3ccccc32)n1	102	-0.1
28	S=C(NCCSCc1ccco1)NC1CCCCC1	101	-0.3
29	Oc1ccc(C=Nc2ccccc2-c2nc3ccccc3[nH]2)c(O)c1	105	0.5
30	CCOc1ccc(Cc2c[nH]c(=O)[nH]c2=O)cc1	99	-0.9
31	CCCCOc1ccc(C(=O)CCN2CCCCC2)cc1	99&102	-0.2&0.5
32	CCc1cccc(NC(=O)C(NC(=O)C2CCCCC2)C(C)C)c1 (stereo not given)	99	-0.1
33	CCc1nnc(NC(=O)c2c(O)c3ccccc3[nH]c2=O)s1	102	0.3
34	COC(=O)Cn1c(=NC(=O)CSCC(=O)NC2CCCCC2)sc2cc(OC)ccc21	100	-0.5
35	O=C(O)C1CCCN(C(=O)c2ccc(Cl)cc2)C1 (stereo not given)	101	0
36	CCc1ccc(NC(=O)CCNC(=O)Cn2ccc3ccccc3c2=O)cc1	101	0.1
37	CC(=O)Nc1nc(CSc2nc3ccccc3n2C)cs1	104	0.3
38	CN(C)CCCNCc1cccs1	104	0.8
39	Cc1ccc(-c2ccc(C#N)c(=O)n2CC(=O)N2CCC(C(N)=O)CC2)cc1	103	0.7
40	CC1CCCCC1NC(=O)c1ccc2c(c1)NC(=O)C1CCCN21 (stereo not given)	105	0.9
41	CCCN1C(=O)c2ccccc2NC1c1cc(OC)c(OC)c(OC)c1 (stereo not given)	104	0.9
42	c1ccc(-c2cc(N3CCOCC3)nc(-c3ccccc3)n2)cc1	108	0.6
43	O=C(CSc1nnc(C2COc3ccccc3O2)o1)N1CCCCC1 (stereo not given)	100	-0.2
44	COc1ccccc1C(=O)NCc1ccccc1C	99	-0.3
45	Cc1ccc(-c2noc(C(C)NC(=O)c3ccco3)n2)cc1 (stereo not given)	107	0.2
46	O=C(CSC1=Nc2ccccc2N=C(c2ccc(F)cc2)C1)NCc1ccccc1	105	-0.3
47	O=C(Cn1c(=O)n(Cc2ccccc2)c(=O)c2sc3ccccc3c21)Nc1ccc(F)cc1	103	-0.9
48	CCOC(=O)c1sc2ccccc2c1S(=O)(=O)Nc1cccc(C(F)(F)F)c1	102	-1.1
49	Cc1cccc(C(=O)OCc2cc(=O)n3nc(-c4cccs4)sc3n2)c1	99	-1.3
50	O=C(O)/C=C/C(=O)Nc1cccc(NC(=O)/C=C/C(=O)O)c1	101	0
51	S=C(Nc1ccccc1)N1CCc2ccccc21	99	-0.9
52	CC(C)c1ccc(C(C)N)cc1 (stereo not given)	104	0.2
53	N#CC(C#N)=C(N1CCOCC1)C(F)(F)F	100	-0.4
54	COCC(C)N=C1NN=C(c2cc(C)n(CC3COc4ccccc4O3)c2C)CS1 (stereo not given)	104	0.1
55	CN1CCN(CC(O)COCCC23CC4CC(CC(C4)C2)C3)CC1 (stereo not given)	101	-0.2
56	CCOC(=O)c1ccccc1NS(=O)(=O)c1ccc(N2CCCCS2(=O)=O)cc1	111	0.8
57	N#Cc1ccccc1Cn1c(=O)n(Cc2ccc(C(=O)NC3CCN(Cc4ccccc4)CC3)cc2)c(=O)c2ccccc21	106	0.1
58	CCN(CCCNC(=O)c1cc2c(=O)n(CC)c3ccccc3c2s1)c1cccc(C)c1	112	1
59	CN1C(=O)CC(NCCc2ccc(S(N)(=O)=O)cc2)C1=O (stereo not given)	101	-0.5
60	C=CCSc1n[nH]c(-c2ccc(C(F)(F)F)cc2)n1	109	1.4

The list goes on.
No.	SMILES	PV pol inh	PV pol inh FP z-score
61	Cc1ccc(Oc2cc(C#N)c3ccccc3n2)cc1C	105	1.8
62	CCc1ccc(Oc2c(C(F)(F)F)oc3c(CN4CCN(C)CC4)c(O)ccc3c2=O)cc1	106	0.5
63	O=C(Nc1nc2ccccc2s1)C(F)(F)F	104	0.3
64	CC(=O)Oc1ccccc1C(=O)N1CC(C)CC(C)C1 (stereo not given)	108	0.7
65	CCc1ccc(N(Cc2cc(=O)n3ccccc3n2)C2=NC3CS(=O)(=O)CC3S2)cc1 (stereo not given)	104	0.8
66	Cc1csc(SCC(=O)N(C)Cc2ccccc2C)n1	99	-0.4
67	COc1ccc(C(=O)c2cn(Cc3ccc(F)cc3)c3c(F)cc(F)cc3c2=O)cc1	109	0.6
68	O=C(c1ccc2c(c1)N(Cc1cccc(Cl)c1)C(=O)c1ccccc1S2=O)N1CCC(Cc2ccccc2)CC1 (stereo not given)	103	-0.4
69	O=C(O)CCN1CCn2c1nc1ccccc12	96	-0.9
70	Cc1cccc(-c2nnc(SCC(=O)Nc3ccc(C)c(C)c3)o2)c1	108	0.1
71	O=C(COc1ccc(S(=O)(=O)N2CCOCC2)cc1)NCc1ccccc1	103	0.5
72	C=CCn1cc(/C=C2\SC(=O)N(C)C2=O)c2ccccc21	103	0.5
73	COc1ccccc1CCNC(=O)c1ccc(C)o1	102	0.3
74	Cc1ccc(CNC(=O)c2nn(C)c3c2CS(=O)(=O)c2ccccc2-3)cc1	106	-0.1
75	CC1Cc2ccccc2N1C(=O)COc1ccccc1C#N (stereo not given)	104	0.9
76	CC(C)(C)C1=NNC2=C(c3nc(-c4ccc(Cl)cc4)cs3)C(N)=NC2C1=O (stereo not given)	105	0.3
77	CCOC(=O)c1cccc(C(=O)NC2=CC(=O)CC(C)(C)C2)c1	105	0.2
78	CCN(Cc1ccc2c(c1)OCO2)C(=O)c1oc2c(F)cccc2c1C	101	0.1
79	O=C(NCSC1=NCCS1)c1ccccc1	102	0.2
80	CCNS(=O)(=O)c1ccc(-c2cc(C)no2)s1	103	1.3
81	O=C1CCC(C(=O)OCc2csc(Nc3ccccc3)n2)N1 (stereo not given)	102	0.1
82	FC(F)(F)c1ccc(NCC2CCCO2)nc1 (stereo not given)	103	0.3
83	O=C(CSc1ccccc1)Nc1nc2c(s1)CCCC2	101	-0.5
84	O=C(NCCN1CCN(Cc2ccccc2)CC1)c1ccc2c(Cl)c3c(nc2c1)CCCC3	100	-0.9
85	COc1cc2nc(NCCCN(C)Cc3ccccc3)n3nc(-c4ccccc4)nc3c2cc1OC	101	-0.7
86	CCC(=O)c1ccccc1OCCn1cnc2ccccc2c1=O	103	0.6
87	O=C(CSc1ncccn1)NC12CC3CC(CC(C3)C1)C2	104	0.4
88	CN(C(=O)COC(=O)c1ccc(Br)c(S(=O)(=O)N2CCOCC2)c1)c1ccccc1	101	-0.3
89	CN(CC(=O)Nc1ccc(F)cc1)C(=O)Cc1coc2cc3c(cc12)CCC3	100	-0.6
90	CCOC(=O)c1sc(N)c(C#N)c1COC(=O)c1c(CC)noc1C	138	5.3

Entries of single compounds, quoted from the list. Values in the order: PV pol inh	PV pol inh FP z-score
`O=C(NCSC1=NCCS1)c1ccccc1` as listed: 102	0.2
`CCNS(=O)(=O)c1ccc(-c2cc(C)no2)s1` as listed: 103	1.3
`CCOC(=O)c1cccc(C(=O)NC2=CC(=O)CC(C)(C)C2)c1` as listed: 105	0.2
`COc1cc2nc(NCCCN(C)Cc3ccccc3)n3nc(-c4ccccc4)nc3c2cc1OC` as listed: 101	-0.7
`O=C(CSc1ncccn1)NC12CC3CC(CC(C3)C1)C2` as listed: 104	0.4

Copied from the list:
O=C(CSc1ncccn1)NC12CC3CC(CC(C3)C1)C2 @ PV pol inh = 104
CCC(=O)c1ccccc1OCCn1cnc2ccccc2c1=O @ PV pol inh = 103
O=C(NCCN1CCN(Cc2ccccc2)CC1)c1ccc2c(Cl)c3c(nc2c1)CCCC3 @ PV pol inh = 100
CN(CC(=O)Nc1ccc(F)cc1)C(=O)Cc1coc2cc3c(cc12)CCC3 @ PV pol inh FP z-score = -0.6
CCOC(=O)c1cccc(C(=O)NC2=CC(=O)CC(C)(C)C2)c1 @ PV pol inh = 105
CN(C(=O)COC(=O)c1ccc(Br)c(S(=O)(=O)N2CCOCC2)c1)c1ccccc1 @ PV pol inh FP z-score = -0.3

Back to the main list, starting 7 compounds before the break.
No.	SMILES	PV pol inh	PV pol inh FP z-score
84	O=C(NCCN1CCN(Cc2ccccc2)CC1)c1ccc2c(Cl)c3c(nc2c1)CCCC3	100	-0.9
85	COc1cc2nc(NCCCN(C)Cc3ccccc3)n3nc(-c4ccccc4)nc3c2cc1OC	101	-0.7
86	CCC(=O)c1ccccc1OCCn1cnc2ccccc2c1=O	103	0.6
87	O=C(CSc1ncccn1)NC12CC3CC(CC(C3)C1)C2	104	0.4
88	CN(C(=O)COC(=O)c1ccc(Br)c(S(=O)(=O)N2CCOCC2)c1)c1ccccc1	101	-0.3
89	CN(CC(=O)Nc1ccc(F)cc1)C(=O)Cc1coc2cc3c(cc12)CCC3	100	-0.6
90	CCOC(=O)c1sc(N)c(C#N)c1COC(=O)c1c(CC)noc1C	138	5.3
91	O=C1CCC/C(=N/NC(=O)c2ccc(Cn3nnc(-c4ccccc4)n3)cc2)C1	107	0.6
92	Cc1ccc(CNC(=O)c2ccc(CN3CC(=O)N4CCCCC4C3=O)cc2)cc1 (stereo not given)	111	0.2
93	CC(=O)Nc1cccc(NC(=O)Cn2cnc3c(oc4ccccc43)c2=O)c1	109	0.6
94	CC(C)Cc1nn(-c2ccccc2)cc1/C=C1\CCC(C2CCCC2)C1=O (stereo not given)	101	0.2
95	CCCCNc1ccc(-c2nc(-c3ccncc3)no2)cc1[N+](=O)[O-]	106	-0.5
96	CN(C)CCN(C)C1Cc2ccccc2C1	99	-0.8
97	CN=c1scc(-c2[nH]c(C)c(C(=O)OC)c2C)n1C	102	-0.1
98	O=C1OC2(c3ccc(Br)cc3)C(OC(=O)C23CCCC3)C12CCCC2 (stereo not given)	109	1
99	Cc1ccnc(NC(c2cc(C)ccc2O)c2ccc3cccnc3c2O)c1 (stereo not given)	125	5.6
100	Cc1cccc(N(CC(=O)N2CCCC2)S(C)(=O)=O)c1	99	-0.7
101	N#Cc1ccccc1NC(=O)COC(=O)C12CC3CC(CC(C3)C1)C2	100	-1.1
102	Cn1c(=O)oc2cc(S(=O)(=O)NC(Cc3ccccc3)C(=O)NCc3ccccc3Cl)ccc21 (stereo not given)	106	-0.4
103	Cc1nccn1CC(C)C(=O)O (stereo not given)	104	1
104	CCOC(=O)c1cnn(-c2ccc(C(=O)Nc3ccc(OC(F)(F)F)cc3)cc2)c1N	109	0.6
105	CS(=O)(=O)c1ccc(-c2nnn(Cc3ccccc3)n2)cc1	102	0.3
106	Cc1ccc(CCNC(=O)CCN2N=C(c3ccc(C)cc3)CCC2=O)cc1	105	-0.1
107	O=C(COC(=O)c1cccc(O)c1)c1cccc(C(F)(F)F)c1	103	0.5
108	CCC(C(=O)NC1CCCc2ccccc21)n1nc(C)n2c(cc3sccc32)c1=O (stereo not given)	101	-0.8
109	O=C(CCCN1C(=O)CSc2ncccc21)N1CCc2ccccc21	102	0.1
110	CCN(CC)c1nn2c(=O)c(C(=O)NCc3ccccc3Br)cnc2s1	110	0.3
111	Cc1onc(-c2ccccc2Cl)c1C(=O)Nc1ccccc1Cl	100	-0.2
112	Clc1cccc(Cc2nn[nH]n2)c1	92	-1.1
113	O=C(NCc1ccc(F)cc1)c1cc2c(s1)-c1ccccc1SC2	105	-0.8
114	O=C(NCc1ccco1)N1c2ccccc2Sc2ccccc21	102	0.2
115	CCOC(=O)c1ccccc1NC(=O)COC(=O)C(C)N=C1NS(=O)(=O)c2ccccc21 (stereo not given)	103	0.3
116	CCOc1ccc(Nc2nc(C)c(NC(=O)c3ccc(C)cc3)c(Nc3ccc(OCC)cc3)n2)cc1	107	-1.5
117	COc1ccccc1N1C(=O)C=C(Nc2ccccc2)C1=O	102	1

Screening results deposited in PubChem BioAssay by ICCB-Longwood Screening Facility, Harvard Medical School.
